Compound activity from PubChem.
Rab9 prom act: qHTS Assay for Rab9 Promoter Activators | Potency, µM (titrated, usually from 9.22 µM), inactives show at the highest dose activation, negative = inhibition, actives largely listed as activators | Huh7 Rab9 promoter-luciferase reporter, luminescence, 24 h | actives 2.8% (n = 320,000); also: potency is read from the fitted curve at half-maximal effect; % of control where 0% means no effect; nearly all actives have a fitted effect of over 60% in size
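Using Huh7 cells stably transfected with Rab9 promoter–luciferase, compounds were incubated 24 h at 37 °C, 5% CO2; luciferase luminescence was read 10 min after reagent addition.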
NPC1 prom act: qHTS Assay for NPC1 Promoter Activators; Huh7 NPC1 promoter luciferase reporter, 24 h; Potency, µM (titrated, usually from 9.22 µM), without a hit: at the top dose activation, actives largely listed as activators; actives 2.4% (n = 320,000); AID 485313, 2010;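 also: potency is read from the fitted curve at half-maximal effect; % of control where 0% means no effect; nearly all actives have a fitted effect of over 60% in size; reporter is driven by a mutant NPC1 promoter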
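Luminescence from an NPC1 promoter-driven luciferase reporter in stably transfected Huh7 cells was measured after 24 h compound treatment at 37 °C, followed by 10 min ambient incubation with luciferase detection reagent.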
KCNH2 3.1 block: qHTS for Inhibitors of KCHN2 3.1: Mutant qHTS | Potassium voltage-gated channel subfamily H member 2, brain isoform KCNH2 3.1 (human) | U2OS KCNH2 3.1, thallium flux FluxOr; active compounds read low | activity change, % (tested at about 1.8 µM) | actives 0.95% (n = 340,000) | AID 720553, 2013;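 active = maximum activity change below -70%; inconclusive = maximum activity change from -70% to -50%; inactive = maximum activity change above -50%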;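 also: thallium influx rate constant from kinetic fluorescence after stimulation buffer; % is scaled to controls: 0 for no effect and ±100 for the full control effect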
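FluxOr-based Tl+ influx in U2OS cells transduced with KCNH2 3.1 virus; rate constants normalized to DMSO controls.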
Gal4-VP16 FLuc: VP16 counterscreen qHTS for inhibitors of ROR gamma transcriptional activity; Drosophila S2 Gal4-VP16 UAS-luciferase, luminescence, 20 h; Potency, µM (series often up to 53.6 µM), without a hit: at the highest dose activity, negative = inhibition, most hits filed as inhibitors; actives 3.5% (n = 310,000); AID 2546, 2010;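 also: Gal4-VP16 expression switched on by copper sulfate through the metallothionein promoter; potency is read from the fitted curve at half-maximal effect; % is scaled to controls: 0 for no effect and ±100 for the full control effect; nearly all actives have a fitted effect of over 50% in size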
PKM2 activator: qHTS Assay for Activators of Human Muscle isoform 2 Pyruvate Kinase. Pyruvate kinase PKM (Homo sapiens), P14618. purified PKM2, Kinase-Glo ATP luminescence, activation; response scale: 0% is enzyme alone, no compound. Potency, µM (titrated, usually from 57.5 µM), inactives show at the highest dose activation, actives largely listed as activators. actives 0.34% (n = 260,000). AID 1631, 2009; also: potency is read from the fitted curve at half-maximal effect; % is scaled to controls: 0 for no effect and ±100 for the full control effect; nearly all actives have a fitted effect of over 55% in size
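Purified hPK-M2 (>95% pure) converted ADP (0.1 mM final) to ATP with 0.5 mM PEP in 50 mM imidazole pH7.2, KCl, MgCl2, Tween 20, BSA; 1 h at room temperature. ATP detected by Kinase-Glo luminescence.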
MBNL1-CUG inh: qHTS Assay for Inhibitors of MBNL1-poly(CUG) RNA binding. TR-FRET MBNL1-His/biotin-(CUG)12 binding, 665/545 ratio. Potency, µM (highest dose often 57.5 µM), without a hit: at the highest dose activity change, negative = inhibition, actives largely listed as inhibitors. actives 0.036% (n = 280,000). AID 2675, 2010; active = well fitted inhibition curve with a large enough effect in the signal ratio, with a control signal flat, not every such curve was filed as active; inconclusive = small, poorly fitted or top-dose-only effect, or effect the other way, or a change in a side signal; inactive = no such curve, though single readings can be large or run the other way; the % refers to the signal ratio; also: potency is read from the fitted curve at half-maximal effect; % is scaled to controls: 0 for no effect and ±100 for the full control effect
Target sequence (Q9NR56 whole entry, looked up): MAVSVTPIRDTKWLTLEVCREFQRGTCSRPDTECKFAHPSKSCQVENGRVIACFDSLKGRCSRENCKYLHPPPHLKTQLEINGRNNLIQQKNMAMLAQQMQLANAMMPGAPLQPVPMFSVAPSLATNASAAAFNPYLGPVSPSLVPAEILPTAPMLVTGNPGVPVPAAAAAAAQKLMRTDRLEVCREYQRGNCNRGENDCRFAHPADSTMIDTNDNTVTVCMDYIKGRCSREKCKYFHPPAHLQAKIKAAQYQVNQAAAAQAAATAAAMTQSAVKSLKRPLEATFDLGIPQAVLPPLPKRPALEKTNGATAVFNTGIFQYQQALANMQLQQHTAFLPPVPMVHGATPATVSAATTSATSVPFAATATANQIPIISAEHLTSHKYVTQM
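Ratiometric TR-FRET (665 over 545 nm, excitation 340 nm) tracks disruption of MBNL1-His/biotin-(CUG)12 complex after 60 min at room temperature, with compounds at 92 nM to 58 uM final.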
ELG1 repair inh: qHTS screen for small molecules that inhibit ELG1-dependent DNA repair in human embryonic kidney (HEK293T) cells expressing luciferase-tagged ELG1; Potency, µM (highest dose often 46.1 µM), for the others: at the highest dose activity change, negative = inhibition, actives largely listed as inhibitors; HEK293T ELG1-luciferase reporter, luminescence, 16 h; DNA damage induced by 5-fluorouridine; actives 2.3% (n = 330,000); also: potency is read from the fitted curve at half-maximal effect; % is scaled to controls: 0 for no effect and ±100 for the full control effect; nearly all actives have a fitted effect of over 55% in size
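DMSO vehicle served as the neutral condition. Each well held 2,000 cells given 5-fluorouridine plus compound; after 16 hr at 37 °C/5% CO2, ONE-Glo was added and luciferase measured 30 min later.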
FLuc modulator: qHTS profiling assay for firefly luciferase inhibitor/activator using purifed enzyme and Km concentrations of substrates (counterscreen for miR-21 project). purified FLuc, Km substrates, luminescence inhibition. actives 6.9% (n = 360,000). Potency, µM (doses to about 57.5 µM), without a hit: at the top dose activity change, negative = inhibition, most hits filed as inhibitors. AID 588342, 2011. Luciferin 4-monooxygenase (Photinus pyralis), P08659;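 also: potency is read from the fitted curve at half-maximal effect; plate controls were vehicle for no effect and reference inhibitor for full effect; nearly all actives have a fitted effect of over 55% in size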
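Purified P. pyralis luciferase (10nM final) with 10uM D-luciferin and 10uM ATP (Km levels) in 50mM Tris acetate pH 7.5, 10mM Mg acetate, 0.01% Tween-20, 0.05% BSA; qHTS 6-point titration, ~60 µM downward; luminescence read.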
RORg inh: qHTS for inhibitors of ROR gamma transcriptional activity; AID 2551, 2010; Nuclear receptor ROR-gamma (Mus musculus), P51450; Drosophila S2 Gal4-RORgamma UAS-luciferase reporter, 20 h; Potency, µM (top dose mostly 53.6 µM), for inactives: at the highest dose activity change, negative = inhibition, most hits filed as inhibitors; actives 5.4% (n = 310,000); also: potency is read from the fitted curve at half-maximal effect; % is scaled to controls: 0 for no effect and ±100 for the full control effect; nearly all actives have a fitted effect of over 60% in size
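Compounds are pin-transferred onto Drosophila Schneider cells expressing a copper-inducible Gal4–ROR gamma transactivation domain fusion. After 1 hr, copper sulfate is added to 700 uM final; luciferase is read 20 hr later.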
Menin MLL FP TR: qHTS Assay for Inhibitors Targeting the Menin-MLL Interaction in MLL Related Leukemias: Competition With Texas Red Labeled MLL-derived Mutant Peptide; actives 0.23% (n = 270,000); Potency, µM (series often up to 61.6 µM), for the others: at the top dose FP activity change, negative = inhibition, hits mostly inhibitors; Menin + Texas Red MLL mutant peptide, fluorescence polarization; AID 1768, 2009; active = well fitted inhibition curve with a large enough effect in the polarisation, with a control signal flat, not every such curve was filed as active; inconclusive = small, poorly fitted or top-dose-only effect, or effect the other way, or a change in a side signal; inactive = no such curve, though single readings can be large or run the other way; the % refers to the polarisation; also: potency is read from the fitted curve at half-maximal effect; % of control where 0% means no effect; many of its hits are not listed in these tables
Target sequence (O00255 whole entry, looked up): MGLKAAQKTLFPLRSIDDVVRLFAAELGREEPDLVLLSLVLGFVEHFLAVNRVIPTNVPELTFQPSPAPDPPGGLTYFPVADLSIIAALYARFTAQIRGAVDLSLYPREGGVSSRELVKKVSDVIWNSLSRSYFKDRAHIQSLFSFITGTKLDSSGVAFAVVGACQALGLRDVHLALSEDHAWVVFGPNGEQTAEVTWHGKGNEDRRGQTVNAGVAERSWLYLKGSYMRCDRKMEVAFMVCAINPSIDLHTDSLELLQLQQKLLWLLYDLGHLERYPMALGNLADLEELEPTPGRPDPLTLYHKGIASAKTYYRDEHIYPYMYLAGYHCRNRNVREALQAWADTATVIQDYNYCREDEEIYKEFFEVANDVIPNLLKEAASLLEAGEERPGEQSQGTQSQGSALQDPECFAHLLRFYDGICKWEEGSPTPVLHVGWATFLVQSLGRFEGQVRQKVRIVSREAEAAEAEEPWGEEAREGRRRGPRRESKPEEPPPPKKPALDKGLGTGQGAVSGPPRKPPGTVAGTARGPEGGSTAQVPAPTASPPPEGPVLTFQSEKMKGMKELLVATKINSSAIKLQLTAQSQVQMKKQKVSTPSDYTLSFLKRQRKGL
Mito fusion act: qHTS Assay for Small Molecule Inhibitors of Mitochondrial Division or Activators of Mitochondrial Fusion; S. cerevisiae fusion-defective mutant growth rescue, CellTiterGlo 48 h; Potency, µM (highest dose often 46.1 µM), for the others: at the top dose growth rescue (activation), actives largely listed as activators; actives 0.23% (n = 320,000); AID 485298, 2010;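 also: potency is read from the fitted curve at half-maximal effect; % of control where 0% means no effect; nearly all actives have a fitted effect of over 45% in size; temperature-sensitive fusion mutants such as fzo1-1 at 37 °C on non-fermentable ethanol glycerol medium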
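Luminescent cell viability in 1536-well qHTS format served as the measure of rescued growth in ts fusion-mutant S. cerevisiae cultured on non-fermentable YPEG for 48 hours at 37C.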
An asterisk follows results filed as active; & = joins results of further samples; [ ] = dose if it differs, or a comment. Unless noted, calls follow the shape of the dose curve; as a rule, active = well fitted curve in the direction sought with a large enough effect; inconclusive = small, poorly fitted or top-dose-only effect, or another doubt; inactive = no such curve, though single readings can be large; an effect the other way counts as inactive or inconclusive.

For C/C=C\C(=O)Nc1cccc(C2=NOC3(C2)C[C@@H](C(N)=O)N(C(=O)COc2ccc(Cl)cc2)C3)c1 (stereo partly specified) the results were Rab9 prom act -3%, NPC1 prom act -3%, KCNH2 3.1 block -11, Gal4-VP16 FLuc -2%, PKM2 activator -3%, MBNL1-CUG inh 7%, ELG1 repair inh 0%, FLuc modulator 1%, RORg inh 2% and Mito fusion act 25%.
Screening O=C(c1cc2ccccc2oc1=O)N1CCCC1 returned Rab9 prom act 1%, NPC1 prom act -2%, KCNH2 3.1 block 0, Gal4-VP16 FLuc -4%, PKM2 activator -3%, MBNL1-CUG inh -2%, ELG1 repair inh 2%, FLuc modulator 1%, RORg inh 6%, Menin MLL FP TR -5% and Mito fusion act -3%.
For COc1ccc(-c2nc(NCCCN(C)C)c3ccccc3n2)cc1 the results were Rab9 prom act 0%, NPC1 prom act -2%, KCNH2 3.1 block 31, Gal4-VP16 FLuc 2%, PKM2 activator 2%, MBNL1-CUG inh -6%, ELG1 repair inh -18%, FLuc modulator inconclusive, RORg inh 13%, Menin MLL FP TR 10% and Mito fusion act -2%.
Screening CSc1ccc(CN2CCN(C(=O)CC(C)C)CC2)cc1 returned Rab9 prom act 1%, NPC1 prom act 2%, KCNH2 3.1 block 21, Gal4-VP16 FLuc 3%, PKM2 activator 0%, MBNL1-CUG inh -15%, ELG1 repair inh inconclusive, FLuc modulator 1%, RORg inh -8%, Menin MLL FP TR 1% and Mito fusion act 1%.
COc1cccc2c1OCC(C(=O)Nc1nccs1)=C2 was read as Rab9 prom act 2µM*, NPC1 prom act 2.2µM*, KCNH2 3.1 block -2, Gal4-VP16 FLuc inconclusive, MBNL1-CUG inh inconclusive, ELG1 repair inh inconclusive, FLuc modulator 5.4µM*, RORg inh 11µM*, Menin MLL FP TR inconclusive and Mito fusion act -14%.
`CCCCCOC(=O)CCN1C(=O)/C(=C2\SC(=S)N(CCC(=O)OCCCCC)C2=O)SC1=S` gave Rab9 prom act 6%, NPC1 prom act 8%, KCNH2 3.1 block -3, Gal4-VP16 FLuc -12%, PKM2 activator -6%, MBNL1-CUG inh -4%, ELG1 repair inh inconclusive, FLuc modulator -2%, RORg inh 7% and Mito fusion act -3%.
Screening CC(=O)Oc1ccc(OC(C)=O)c2c1CC(C)=C(C)C2 returned Rab9 prom act 2%, NPC1 prom act -3%, KCNH2 3.1 block -7, Gal4-VP16 FLuc inconclusive, PKM2 activator 3%, MBNL1-CUG inh 5%, ELG1 repair inh -21%, FLuc modulator inconclusive, RORg inh -19%, Menin MLL FP TR 18% and Mito fusion act 13%.
COc1cc(/C(C)=N/N2CCN(c3ccccc3OC)CC2)ccc1O was read as Rab9 prom act 3%, NPC1 prom act 7%, KCNH2 3.1 block -6, Gal4-VP16 FLuc 14%, PKM2 activator 1%[11.5 µM], MBNL1-CUG inh 0%, ELG1 repair inh 0%, FLuc modulator -2%, RORg inh -10%, Menin MLL FP TR -1% and Mito fusion act -2%.
For CCOC(=O)c1sc(NC(=O)c2ccoc2C)c(C(N)=O)c1C the results were Rab9 prom act 1%, NPC1 prom act -1%, KCNH2 3.1 block 2, Gal4-VP16 FLuc 3%, PKM2 activator -2%, MBNL1-CUG inh 97%[activator], ELG1 repair inh 8.2µM*, FLuc modulator -2%, RORg inh -9% and Mito fusion act 8%.
Cc1ccc(NC(=O)CC2C(=O)NCCN2C(=S)Nc2ccccc2)c(C)c1 (stereo unspecified) was read as Rab9 prom act 8%, NPC1 prom act 1%, KCNH2 3.1 block -15, Gal4-VP16 FLuc -3%, PKM2 activator 2%, MBNL1-CUG inh 28%, ELG1 repair inh 4%, FLuc modulator 4%, RORg inh 5%, Menin MLL FP TR 4% and Mito fusion act -2%.
Screening CN(CC(=O)Nc1ccc(N2CCOCC2)cc1)CC(=O)Nc1ccccc1C#N returned Rab9 prom act -1%, NPC1 prom act 0%, KCNH2 3.1 block 11, Gal4-VP16 FLuc -17%, PKM2 activator 4%, MBNL1-CUG inh -2%, ELG1 repair inh 8%, FLuc modulator -1%, RORg inh 27%, Menin MLL FP TR -23% and Mito fusion act -6%.
`O=C(N[C@@H](Cc1c[nH]c2ccccc12)C(=O)O)c1ccc(Cl)cc1` gave Rab9 prom act 12%, NPC1 prom act -1%, KCNH2 3.1 block 9, Gal4-VP16 FLuc 2%, PKM2 activator 5%, MBNL1-CUG inh -9%, ELG1 repair inh 14%, FLuc modulator 17µM*, RORg inh 11%, Menin MLL FP TR inconclusive and Mito fusion act -5%.
Screening Cc1ccc(C(=O)NNC(=O)c2ccccc2-n2cccc2)cc1 returned Rab9 prom act 3%, NPC1 prom act -3%, KCNH2 3.1 block -6, Gal4-VP16 FLuc 15%, PKM2 activator 4%, MBNL1-CUG inh -3%, ELG1 repair inh -1%, FLuc modulator inconclusive, RORg inh -13%, Menin MLL FP TR 13% and Mito fusion act -7%.
For Cc1ccc(NC(=O)c2cc(N3C(=O)C4CC=CCC4C3=O)ccc2N2CCOCC2)cc1Cl (stereo unspecified) the results were Rab9 prom act -3%, NPC1 prom act 0%, KCNH2 3.1 block -6, Gal4-VP16 FLuc -5%, PKM2 activator -4%, MBNL1-CUG inh -3%, ELG1 repair inh -22%, FLuc modulator -4%, RORg inh 25%, Menin MLL FP TR 7% and Mito fusion act -9%.
`O=C(c1ccccc1)c1ccc(COC(=O)c2cnccn2)cc1` gave Rab9 prom act -1%, NPC1 prom act 0%, KCNH2 3.1 block 10, Gal4-VP16 FLuc 1%, PKM2 activator 0%, MBNL1-CUG inh 0%, ELG1 repair inh 0%, FLuc modulator 24µM*, RORg inh 18%, Menin MLL FP TR 7% and Mito fusion act 1%.
For COc1ccc2c(c1)[nH]c1c(=O)n(CCCN3CCOCC3)cnc12 the results were Rab9 prom act 1%, NPC1 prom act 0%, KCNH2 3.1 block 4, Gal4-VP16 FLuc 8%, PKM2 activator -2%, MBNL1-CUG inh 0%, ELG1 repair inh inconclusive, FLuc modulator -11%, RORg inh -2%, Menin MLL FP TR -11% and Mito fusion act -1%.
For Cc1ccccc1S(=O)(=O)Cc1ccc(C(=O)N2CCN(c3cccc(C)c3C)CC2)o1 the results were Rab9 prom act -46%[inhibitor], NPC1 prom act -36%[inhibitor], KCNH2 3.1 block 6, Gal4-VP16 FLuc 3%[0.365 µM], PKM2 activator 8%, MBNL1-CUG inh -1%, ELG1 repair inh 7.3µM*, FLuc modulator 0%, RORg inh 30%, Menin MLL FP TR -16% and Mito fusion act 28%.
`O=C(CSc1nnc2ccc(-c3ccc(F)cc3)nn12)N1CCOCC1` gave Rab9 prom act 2%, NPC1 prom act 3%, KCNH2 3.1 block 10, ELG1 repair inh 20%, FLuc modulator 1% and Mito fusion act -1%.
`O=C(COc1ccc(F)cc1)NCC1CCCO1` (stereo unspecified) gave Rab9 prom act 1%, NPC1 prom act 0%, KCNH2 3.1 block 5, Gal4-VP16 FLuc -1%, PKM2 activator -1%, MBNL1-CUG inh 10%, ELG1 repair inh 9%, FLuc modulator 0%, RORg inh -12%, Menin MLL FP TR -5% and Mito fusion act 0%.
`CCCNC(=O)CCn1nc(-c2ccc(C)cc2)c2ccccc2c1=O` gave Rab9 prom act 1%, NPC1 prom act -3%, KCNH2 3.1 block 8, Gal4-VP16 FLuc 7%, MBNL1-CUG inh 4%, ELG1 repair inh 0%, FLuc modulator 6%&-4%, RORg inh 24%, Menin MLL FP TR inconclusive and Mito fusion act inconclusive.
Screening CCOC(=O)C(=O)Nc1ccc(F)cc1 returned Rab9 prom act -1%, NPC1 prom act 7%, KCNH2 3.1 block -4, Gal4-VP16 FLuc 4%, PKM2 activator -20%, MBNL1-CUG inh -16%, ELG1 repair inh inconclusive, FLuc modulator -11%, RORg inh 15%, Menin MLL FP TR 4% and Mito fusion act -1%.
`COc1ccc(C)cc1NC(=O)CN1C(=O)CSc2ccc(S(=O)(=O)N3CCCC3)cc21` gave Rab9 prom act 2%, NPC1 prom act -1%, KCNH2 3.1 block 2, Gal4-VP16 FLuc -4%, MBNL1-CUG inh 0%, ELG1 repair inh -2%, FLuc modulator -1%&-8%, RORg inh -7%, Menin MLL FP TR 3% and Mito fusion act 3%.

An excerpt; count on the stated rates, not on these rows.
